From PubChem
PfGluPho inh = PfG6PD (Plasmodium falciparum) enzyme inhibition | PfGluPho enzyme, NADPH resazurin-diaphorase fluorescence | inhibition, % at 20 µM | hit rate 0.78% among 350,000;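 active = inhibition reaching at least a set limit at 20 µM in the primary screen, cut at about 59% in these data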;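 note: 0% = DMSO wells with substrate and 100% = DMSO wells lacking glucose-6-phosphate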
SENP6 block = inhibitors of human SENP6 protease | Recombinant SENP6 catalytic domain, aminoluciferin luminescence | inhibition, % at 10 µM | hit rate 1.8% among 330,000;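 active = inhibition above about 50% at the single tested dose, limit read from the data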;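 note: plate controls were DMSO wells with enzyme for no effect and DMSO wells lacking enzyme for full effect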
SENP8 block-1 = inhibitors of human SENP8 protease; Q96LD8; recombinant SENP8, Nedd8 substrate fluorescence; inhibition, % at 20 µM; hit rate 0.64% among 360,000; AID 602440; in the data active = inhibition mostly above about 40%, no sharp cut-off; inactive = mostly below about 27%
SENP1 inh = SENP1 (human) catalytic domain inhibition. Q9P0U3. recombinant SENP1 catalytic domain, CyPet-SUMO1-YPet FRET cleavage. inhibition, % at 10 µM. hit rate 0.21% among 360,000. AID 624204;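 active = inhibition at least 30% at 10 µM, raw YFP signal under a set limit, fluorescence ratio 0.5 to 1.5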;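 note: 0% = enzyme with DMSO and 100% = no enzyme wells; some results filed as inactive read as strong as hits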
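Test system: recombinant human SENP1 catalytic domain, His6-tagged / Medium: pH 8 Tris buffer with EDTA, NaCl, BME, BSA, NP40, catalase / Also added: SUMO1 FRET substrate flanked by Cypet and Ypet, 25 nM / Times: 50 min reaction at room temperature / Signal: FRET, CFP and YFP emission / Control set: no-enzyme low control and enzyme-plus-DMSO high control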
SENP8 block-2 = SENP8 protease inhibition; purified SENP8, Z-RLRGG-aminoluciferin cleavage, luminescence; inhibition, % at 10 µM; hit rate 1.2% among 330,000; AID 2540; in the data active = inhibition above about 50%
SENP7 block = blocks the human protease SENP7; recombinant SENP7, Z-RLRGG-aminoluciferin luminescence, 40 min; AID 434973; Q9BQF6; inhibition, % at 5 µM; hit rate 1.5% among 330,000;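 active = inhibition above about 50% at the single test dose, limit read from the data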;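 note: plate controls were DMSO with enzyme for no effect and no enzyme buffer wells for full effect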
Apaf1 inhib = inhibitors of human Apaf-1 apoptosome; inhibition, % at 20 µM; O14727; hit rate 0.71% among 330,000; reconstituted apoptosome caspase-3 activity, DEVD-Rh110 fluorescence; active = inhibition of at least 40% at 20 µM;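 note: plate controls were DMSO wells for no effect and DEVD-CHO caspase inhibitor wells for full effect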
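Assay system: Apoptosome proteins | Medium: pH 7.5 Hepes buffer with CHAPS, BSA, DTT | Also added: Cytochrome c and DEVD-Rh110 substrate | Times: 30 min plus 50 min, RT | Detection: Rhodamine 110 fluorescence at Ex 480/Em 540 nm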
HKDC1 inhibitor = HKDC1 (human) hexokinase inhibition; Q2TB90; recombinant HKDC1, G6PDH/diaphorase resazurin coupled fluorescence; inhibition, % at 20 µM; hit rate 0.16% among 340,000;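 active = inhibition above about 35% when tested at 20 µM, limit read from the data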;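 note: plate controls were DMSO wells with enzyme for no effect and DMSO wells lacking enzyme for full effect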
Target sequence (Q2TB90 whole entry, looked up): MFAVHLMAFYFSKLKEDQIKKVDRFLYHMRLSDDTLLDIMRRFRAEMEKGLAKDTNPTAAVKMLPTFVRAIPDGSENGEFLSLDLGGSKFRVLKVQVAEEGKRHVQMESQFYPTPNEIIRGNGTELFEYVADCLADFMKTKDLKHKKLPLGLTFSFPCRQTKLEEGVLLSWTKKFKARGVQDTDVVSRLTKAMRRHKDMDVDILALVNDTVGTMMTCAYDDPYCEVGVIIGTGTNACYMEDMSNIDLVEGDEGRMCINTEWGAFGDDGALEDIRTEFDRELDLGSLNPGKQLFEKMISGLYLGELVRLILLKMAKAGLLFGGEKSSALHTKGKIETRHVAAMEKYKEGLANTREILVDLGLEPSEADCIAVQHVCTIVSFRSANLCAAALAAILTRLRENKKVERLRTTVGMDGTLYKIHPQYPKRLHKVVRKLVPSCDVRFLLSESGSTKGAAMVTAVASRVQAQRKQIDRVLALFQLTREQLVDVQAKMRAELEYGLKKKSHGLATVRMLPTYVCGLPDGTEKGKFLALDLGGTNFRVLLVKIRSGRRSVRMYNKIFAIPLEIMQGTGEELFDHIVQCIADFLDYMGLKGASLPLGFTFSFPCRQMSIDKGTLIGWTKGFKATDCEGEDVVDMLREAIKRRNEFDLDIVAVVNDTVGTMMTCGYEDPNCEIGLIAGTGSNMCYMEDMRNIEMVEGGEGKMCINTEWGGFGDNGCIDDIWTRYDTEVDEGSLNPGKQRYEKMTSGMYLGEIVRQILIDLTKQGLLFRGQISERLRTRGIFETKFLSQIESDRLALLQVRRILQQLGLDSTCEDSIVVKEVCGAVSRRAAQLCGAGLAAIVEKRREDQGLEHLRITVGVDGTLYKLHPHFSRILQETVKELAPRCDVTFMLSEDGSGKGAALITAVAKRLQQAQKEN
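Test system: Recombinant HKDC1 (HK5) hexokinase enzyme, produced in-house | Input: HKDC1 at 5 µg/mL | Buffer or medium: Tris pH 8.0 buffer with MgCl2, Tween-20, BSA, BME | Schedule: 90 min reaction incubation at room temperature, dark | Technique: Resazurin-to-resorufin fluorescence via G6PDH and diaphorase coupling, 525/613 nm | Controls: DMSO wells with and without enzyme mix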
* = called active by the depositor; i = inactive; · = not tested or not shown.

canonical_smiles	PfGluPho inh	SENP6 block	SENP8 block-1	SENP1 inh	SENP8 block-2	SENP7 block	Apaf1 inhib	HKDC1 inhibitor
COc1ccc(C(C)=O)cc1CC(=O)NC1CCCCCC1	-18	-11	4	-2	-2	0	13	-6
Cc1nn(-c2ccccc2)nc1CNC(=O)c1ncoc1-c1ccccc1	-20	3	-5	1	1	5	2	2
O=C(c1ccc([N+](=O)[O-])s1)N1CCc2ccccc21	12	-4	24	55*	-13	4	6	3
COc1ccc(NC(=O)CN(c2ccc(OC)cc2)S(=O)(=O)c2ccc(OC)c(OC)c2)cc1	1	10	20	0	10	-2	11	-6
Cn1c(CNc2cccc(C(F)(F)F)c2)n[nH]c1=S	37	9	4	2	8	5	-18	-2
CCOc1ccc(N=C2C(=O)N(CN3CCOCC3)c3ccccc32)cc1	18	2	0	1	4	-8	-1	-13
C=CCNc1nnc(-c2ccncc2)s1	9	3	i	0	-6	2	-20	-4
C[C@@H](OC(=O)c1[nH]cnc1C(=O)NCc1ccc(CNC(=O)OC(C)(C)C)cc1)c1ccccc1	15	0	12	3	-17	-7	35	3
O=C(O)C1C2C=CC3(O2)C1C(=O)N1c2ccccc2COC13 (stereo not drawn)	-16	-16	13	1	-4	1	-21	5
COCCCNC(=O)COc1ccc(Cl)c(C)c1	3	10	-2	1	-2	1	1	-4
O=C(COc1ccc(Cl)cc1)NCc1nnc(SCC(=O)N2CCCc3ccccc32)o1	2	-7	19	2	-7	-11	14	1
CCN(C(=O)COC(=O)c1sccc1C)c1c(N)n(Cc2ccccc2)c(=O)[nH]c1=O	9	0	3	0	0	1	-6	-3

Some of these compounds in order of the SENP7 block value, lowest first.
Structure | PfGluPho inh | SENP6 block | SENP1 inh | SENP8 block-2 | SENP7 block | HKDC1 inhibitor
O=C(COc1ccc(Cl)cc1)NCc1nnc(SCC(=O)N2CCCc3ccccc32)o1 | 2 | -7 | 2 | -7 | -11 | 1
CCOc1ccc(N=C2C(=O)N(CN3CCOCC3)c3ccccc32)cc1 | 18 | 2 | 1 | 4 | -8 | -13
CCN(C(=O)COC(=O)c1sccc1C)c1c(N)n(Cc2ccccc2)c(=O)[nH]c1=O | 9 | 0 | 0 | 0 | 1 | -3

The list continues.
canonical_smiles	PfGluPho inh	SENP6 block	SENP8 block-1	SENP1 inh	SENP8 block-2	SENP7 block	Apaf1 inhib	HKDC1 inhibitor
COc1ccc(OC)c(/C=N/NC(=O)c2ccncc2)c1	-2	-14	-26	-1	-7	2	-5	-6
O=C(c1ccc2ccccc2c1)N1CCCC1	11	3	7	0	-8	7	17	-9
COc1ccc(N2CCN(C(=O)COC(=O)/C=C/c3ccc(OC(F)F)cc3)CC2)cc1	13	-4	13	2	-13	-5	0	-4
O=C(O)Cn1c(COc2ccc(Cl)cc2)nc2ccccc21	-19	-18	40	2	-3	11	-18	-6
CCCCOc1ccc(CSc2n[nH]c(C)n2)cc1	19	17	4	3	-7	5	-12	-2
CC(Nc1ccccc1N1CCCCC1)C(=O)N1CCc2ccccc21 (stereo not drawn)	10	-18	1	0	3	3	11	8
CC(=O)c1ccccc1OCCOc1ncnc2sccc12	-4	24	-39	-61	0	-4	-17	-1
Cc1c(C)n(-c2ccccc2)c2ncnc(NCCCN(C)C)c12	-5	-17	20	0	-4	1	3	-1
COc1ccccc1N1CCN(C(=O)c2cc3cc(Br)ccc3oc2=O)CC1	11	2	6	3	3	3	6	-4
COCCNC(=O)/C(C#N)=C/c1cccs1	-10	-10	14	6	2	0	-11	1
O=C(CN1CCOCC1)N/N=C/c1cc2ccccc2nc1Cl	-16	1	-32	1	7	9	-5	-8
CC(C)(CO)NCC(O)Cn1cc(C=O)c2ccccc21 (stereo not drawn)	-7	-1	7	2	8	-4	-7	-1
C=CCN(CC=C)S(=O)(=O)c1ccc(NC(=S)NC(=O)c2ccco2)cc1	-18	-2	25	-1	2	3	9	-5
Cc1nc(CCNC(=O)C2CCC(=O)N(Cc3cccc(F)c3)C2)sc1C (stereo not drawn)	10	3	6	2	-5	2	-8	-6
COc1ccc(NC(=O)CNC(=O)Cc2cccc3ccccc23)c(OC)c1	-3	-13	4	-4	-4	-9	7	4
O=C(C[C@@H]1C/C=C\CC[C@@H](Cc2ccc(F)cc2)C(=O)OC[C@@H](Cc2ccccc2)NC1=O)NCCO	5	14	13	0	-4	9	13	6
O=C(NC(=S)N1CCOCC1)c1ccc([N+](=O)[O-])cc1	-10	-9	20	4	1	3	-4	-9
CCc1ccc(NC(=S)N2CCCC(C(F)(F)F)C2)cc1 (stereo not drawn)	1	4	12	6	1	4	10	-1
Cc1cccc(C)c1NC(=S)N(CCCN1CCOCC1)Cc1cccnc1	3	-12	6	1	7	4	-1	-5
COc1ccc(OS(=O)(=O)Cc2ccccc2)cc1	7	7	18	2	-6	-5	8	-6
CCn1cc(C(=O)N(C)c2cc(C)ccc2OC)c2cc(OC)c(OC)cc2c1=O	-8	1	12	0	-12	-2	-2	-2
O=C(CSc1cccc(C(F)(F)F)c1)Nc1ccc(Cl)cc1Cl	26	-12	5	2	3	9	11	-3
CCS(=O)(=O)N1CCCC(C(=O)NCCc2ccc(C)cc2)C1 (stereo not drawn)	14	-2	2	-2	-7	-1	-1	-7
COCCNCCCCOc1ccccc1-c1ccccc1	-7	-18	15	3	-6	-8	8	-13
Cc1ccc(NC(=S)NC2CCN(Cc3ccccc3)CC2)c(C)c1	4	-4	8	2	-6	1	9	-2
COc1cc(Cl)c(NS(=O)(=O)c2c(C(=O)N3CCCC3)c(C)n(C)c2C)c(OC)c1	7	1	3	-3	-3	-9	-6	-5
CN1CCC(=O)N([C@H](CN=[N+]=[N-])c2ccccc2)CC1	7	-4	-6	-16	-9	-6	-6	6
Cc1[nH]c2ccccc2c(=O)c1C(=O)/C=C/c1ccccc1	-11	3	23	-1	-4	-4	-2	7
CCOc1ccc(S(=O)(=O)N2CCN(C(=O)c3ccc(Cl)c(S(=O)(=O)N4CCOCC4)c3)CC2)cc1	9	·	0	0	·	·	·	-2
Cc1ccc(S(=O)(=O)Nc2nc(-c3ccc(F)cc3)cs2)cc1	-22	-17	13	1	0	7	9	4
Cc1nnc(SCC(=O)N(C)c2c(N)n(Cc3ccccc3)c(=O)[nH]c2=O)n1Cc1ccccc1	-2	-9	10	-1	1	12	-8	-7
CNC(=S)Nc1ccc(C23CC4CC(CC(C4)C2)C3)cc1	0	-2	13	2	-11	-9	18	-2
COc1ccccc1N1CC(C)C(=O)NC1=S (stereo not drawn)	-21	-23	12	3	-4	-12	-2	-6
O=C(NCc1ccccc1)c1c[nH]c2ccc(F)cc2c1=O	5	-13	-14	-38	1	1	6	5
CC(C)(C)C(=O)N1CCN(c2ccc([N+](=O)[O-])c(NCC3CCCO3)c2)CC1 (stereo not drawn)	30	5	26	0	-4	-3	-10	15
O=C(COC(=O)c1ccccc1Br)NCCN1C(=O)CSC1=O	-3	-18	6	1	-11	-16	-1	-4
CC(C)NC(=O)c1cc(-c2ccco2)on1	-12	1	12	-2	-5	-7	-4	-3
O=C(NCC[C@@H]1C[C@@H]2C=C[C@H]1C2)c1cc(COc2ccc(F)cc2F)on1	23	-12	7	0	-9	11	25	1
CCS(=O)(=O)c1ccc(-c2cccc(NC(=O)COc3ccccc3)c2)nn1	-13	-11	4	0	5	3	4	2
COc1ccc(OC)c(S(=O)(=O)Nc2ccccc2C)c1	2	3	19	1	-2	-2	-4	-7
COc1cc2nc(N3CCN(c4cc(C)ccc4C)CC3)nc(N)c2cc1OC	11	0	-288	2	-7	6	29	0
CCN(CC(=O)Nc1c(F)cccc1F)C(=O)c1ccc(OCC(=O)N2CCOCC2)c(OC)c1	5	·	9	-2	·	·	·	-3
CCCCOC(=O)C1=C(C)Nc2nnnn2C1c1ccc(OC)c(OC)c1OC (stereo not drawn)	40	-4	21	1	-5	-6	24	7
CCOC(=O)c1c(-c2ccccc2)c2cc(OC)ccc2n1CCCN(C)C	-5	-13	-289	2	-6	-14	13	2
CCOC(=O)N/N=C(\C)c1ccc(Br)cc1	8	-31	6	0	8	24	-5	-11
O=C(CN1CCN(S(=O)(=O)c2cc(Br)ccc2Br)CC1)NCc1ccccc1Cl	-22	·	10	1	·	·	·	1
Cc1cc(C(=O)Nc2ccc3[nH]ccc3c2)no1	-8	-14	-12	2	-14	1	-7	-4
Cc1ccc(S(=O)(=O)CCC(=O)OCC(=O)NCC(=O)Nc2c(C)cc(C)cc2C)cc1	-5	-7	-5	2	5	10	2	-6
CCCCN(C(=O)CNC(=O)c1ccco1)C(C(=O)NC1CCCCC1)c1ccc(OC)cc1OC (stereo not drawn)	8	8	15	1	0	-1	-13	0
O=C(NCc1cccnc1)c1cc(Cl)ccc1[N+](=O)[O-]	0	2	2	1	-3	3	0	7
CC(=O)c1cccc(NC(=O)C(=O)c2cn(CC(=O)N3CCCCC3)c3ccccc23)c1	19	-16	-10	0	-3	-3	-2	4
CCCCCn1c2c(c(=N)c3ccccc31)CCC2	-18	0	-50	0	-9	-1	8	2
CCOC(=O)c1cc(C(C)=O)n2ccccc12	-4	-19	-30	-10	-1	-2	-9	-3
Cc1ccc(-c2cc[n+](Cc3ccccc3)cc2)cc1	0	-6	-297	1	-4	6	0	-5
CCN1C(=O)[C@@H]2[C@H](C1=O)[C@@H]1C(=O)Nc3ccccc3C(=O)N1[C@@H]2c1cccc(OC)c1	-13	-8	-20	0	-1	6	-9	-8
CCOc1ccccc1N(C)C(=O)Cn1ncc2c([nH]c3ccc(C)cc32)c1=O	-15	2	-92	1	1	7	18	-8
COc1cc(NC(=O)COC(=O)CNS(=O)(=O)c2ccc(F)c(F)c2F)cc(OC)c1	-12	-17	5	-2	-7	-8	-1	-4
CC1N=C2c3ccccc3N=C(SCc3cc(=O)n4cc(Cl)ccc4n3)N2C1=O (stereo not drawn)	7	-4	-294	-5	5	2	19	12
CCNc1nc(NC(C)C)nc(Nn2cnnc2)n1	5	1	9	0	0	8	-17	11
CCN(Cc1nc2ccccc2c(=O)[nH]1)C(=O)c1ccc(C)c(NC(=O)c2ccco2)c1	4	2	-2	-5	4	2	-7	3

Other results follow.
canonical_smiles	PfGluPho inh	SENP6 block	SENP8 block-1	SENP1 inh	SENP8 block-2	SENP7 block	Apaf1 inhib	HKDC1 inhibitor
COc1ccc(C2=NOC(C(=O)Nc3ccc4c(c3)OCO4)C2)cc1OC (stereo not drawn)	26	-1	3	-8	5	-4	-2	-2
CCCN(C(=O)c1cccc(-n2cccc2)c1)c1c(N)n(Cc2ccccc2)c(=O)[nH]c1=O	-11	-22	-6	-3	6	2	9	10
CCOC(=O)C(NC(=O)c1ccccc1)(N1CCCC1=O)C(F)(F)F (stereo not drawn)	2	-20	22	0	-11	-4	6	-4
CCCNC(=O)Cn1cnc2sc(C(=O)N3CCN(Cc4ccc5c(c4)OCO5)CC3)c(C)c2c1=O	-15	-8	8	-1	0	5	4	5
O=C(Cn1c(=O)sc2ccccc21)OC(CCl)CCl	31	4	19	1	-4	-3	6	-1
O=C1CC2(CCN(C(=O)c3ccc(F)cc3)CC2)Oc2ccccc21	1	-14	-65	2	-15	14	4	-2
COc1ccc([N+](=O)[O-])cc1NC(=S)NC(NC(=O)C(c1ccccc1)c1ccccc1)C(Cl)(Cl)Cl (stereo not drawn)	8	6	25	-2	12	5	6	-6
